mIAP act = increases mouse intestinal alkaline phosphatase activity | activation factor at 10 µM | actives 0.24% (n = 330,000) | muIAP, CDP-Star luminescence, 30 min; hits give high values; 1 = vehicle-only enzyme signal, 0 = enzyme-free wells | AID 2805;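 active = activation factor of at least 2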; note: the source names both 10 and 20 µM as test concentration; values of inactives mirror those of a sister screen read the other way
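System: Mouse IAP enzyme | Also added: CDP-Star substrate | Dosing: Compounds dispensed in DMSO | Schedule: 30 min enzyme-substrate-compound incubation at room temperature | Technique: Chemiluminescence readout | Control set: DMSO-only wells and no-enzyme negative control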
PfGluPho inh = PfG6PD (Plasmodium falciparum) enzyme inhibition. inhibition, % at 20 µM. AID 504690. PfGluPho enzyme, NADPH resazurin-diaphorase fluorescence. actives 0.78% (n = 350,000);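 active = inhibition reaching at least a set limit at 20 µM in the primary screen, cut at about 59% in these data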;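 note: 0% = DMSO wells with substrate and 100% = DMSO wells lacking glucose-6-phosphate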
hIAP act = increases human intestinal alkaline phosphatase activity; P09923; purified human IAP, CDP-Star luminescence, 30 min; hits give high values; 1 = vehicle-only enzyme, 0 = enzyme-free background; activation factor at 10 µM; actives 0.16% (n = 330,000); AID 2524;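 active = activation factor of the enzyme at least 2-fold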; note: the source names both 10 and 20 µM as test concentration; values of inactives mirror those of a sister screen read the other way
ATG4B inh = ATG4B (human) cysteine protease inhibition | Q9Y4P1 | actives 0.51% (n = 340,000) | inhibition, % at 8.33 µM | ATG4B cleavage of LC3-PLA2, NBD-HPC fluorescence, 1 h; in the data active = inhibition above about 40%
Target sequence (Q9Y4P1 whole entry, looked up): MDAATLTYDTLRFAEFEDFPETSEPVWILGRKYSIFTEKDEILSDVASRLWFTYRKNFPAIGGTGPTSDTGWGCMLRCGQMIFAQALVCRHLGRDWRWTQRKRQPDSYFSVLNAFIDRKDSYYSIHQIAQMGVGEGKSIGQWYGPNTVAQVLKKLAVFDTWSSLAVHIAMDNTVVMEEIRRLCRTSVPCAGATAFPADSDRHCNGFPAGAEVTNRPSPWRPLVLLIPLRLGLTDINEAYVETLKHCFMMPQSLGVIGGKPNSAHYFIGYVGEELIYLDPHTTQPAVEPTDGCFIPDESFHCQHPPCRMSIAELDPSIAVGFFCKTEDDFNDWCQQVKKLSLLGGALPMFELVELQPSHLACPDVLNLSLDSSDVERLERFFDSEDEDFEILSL
mIAP block = blocks mouse intestinal alkaline phosphatase. actives 0.2% (n = 330,000). purified mouse IAP, CDP-Star luminescence, 30 min. inhibition, % at 10 µM;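 active = inhibition of at least 40% at 10 µM in the primary screen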;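 note: plate controls were DMSO with enzyme for no effect and no enzyme wells for full effect; values of inactives mirror those of a sister screen read the other way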
HKDC1 inhibitor = inhibitors of human hexokinase HKDC1; Q2TB90; recombinant HKDC1, G6PDH/diaphorase resazurin coupled fluorescence; inhibition, % at 20 µM; actives 0.16% (n = 340,000); AID 493160;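 active = inhibition above about 35% when tested at 20 µM, limit read from the data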;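 note: plate controls were DMSO wells with enzyme for no effect and DMSO wells lacking enzyme for full effect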
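System: Recombinant HKDC1 hexokinase | Amount: HKDC1 at 5 µg/mL | Reagent: Glucose with 1 mM ATP | Doses: Single 20 µM dose | Incubation: Reaction time 90 min, room temperature, protected from light | Signal: Coupled resazurin fluorescence, excitation 525 nm, emission 613 nm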
hIAP block = human IAP inhibition; AID 2544; purified IAP, CDP-Star luminescence, 30 min; P09923; actives 0.12% (n = 330,000); inhibition, % at 10 µM;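 active = inhibition reaching a set limit with compound at 10 µM in the primary screen, cut at about 35% in these data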;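 note: plate controls were DMSO wells with enzyme for no effect and no-enzyme buffer wells for full effect; values of inactives mirror those of a sister screen read the other way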
APOBEC3A inh = human APOBEC3A DNA deaminase inhibition | recombinant A3A, FAM/TAMRA ssDNA deamination fluorescence | inhibition, % at 20 µM | actives 0.41% (n = 330,000) | AID 493011;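 active = at least 40% inhibition at 20 µM here, with at most 30% in a related deaminase screen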;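 note: plate controls were A3A with DMSO for no effect and wells lacking A3A enzyme for full effect; some results filed as inactive read as strong as hits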
Target sequence (P31941 whole entry, looked up): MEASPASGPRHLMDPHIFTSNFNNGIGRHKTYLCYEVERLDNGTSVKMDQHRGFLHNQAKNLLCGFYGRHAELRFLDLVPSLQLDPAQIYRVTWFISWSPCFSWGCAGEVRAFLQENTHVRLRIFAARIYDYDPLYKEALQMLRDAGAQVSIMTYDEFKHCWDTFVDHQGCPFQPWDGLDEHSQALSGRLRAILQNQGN
Starred values were filed as active, the others as inactive; & = joins results of further samples.

SMILES	mIAP act	PfGluPho inh	hIAP act	ATG4B inh	mIAP block	HKDC1 inhibitor	hIAP block	APOBEC3A inh
Cc1cnc([N+](=O)[O-])n1CCOC(=O)NC(=O)c1ccccc1	1	-4	1.1	-12	-3	-3	-7	-1
COc1cccc(CN(C)C(=O)CN2C(=O)NC(c3ccccc3)(c3ccccc3)C2=O)c1	1.1	13	0.95	-4	-7	0	5	-2
CCS(=O)CC(=O)Nc1c(-c2ccccc2)oc2ccccc2c1=O (stereo not given)	1.2	-18	0.97	7	-19	-6	3	-3
O=C(NCCc1ccccc1)c1ccc2[nH]c(=O)c(=O)[nH]c2c1	0.93	8	1.3	-4	7	6	-26	-4
O=S(=O)(Nc1ccncc1)c1ccc(Cl)cc1	0.95	-1	1	-3	5	-12	-4	4
CCOC(=O)c1ccc(S(=O)(=O)N2CCN(c3ccccn3)CC2)cc1	0.98	-22	0.95	12	2	1	5	2
Cc1cc(C)c(NC(=O)C2CSCCS2)c(C)c1 (stereo not given)	0.93	-12	1.1	-2	7	-3	-10	-1
C=CCNC(=S)Nc1ccccc1	0.96	2	0.94	-6	4	-11	6	4
COc1cc2c(cc1OC)CN(CC(=O)Nc1ccccc1C(=O)NCc1ccccc1)CC2	1.2	-18	1.1	-1	-15	4	-10	-4
Cc1ccc(S(=O)(=O)NCCN=C(CN2CCCC2)NS(=O)(=O)c2ccc(C)cc2)cc1	1.2	17	0.94	-5	-16	3	6	-1
O=C(CCC(=O)N1CCOCC1)Nc1nnc(C2CCCCC2)s1	1	2	1.1	-9	0	-11	-9	-1
COc1cccc(NC(=O)c2cnc(SC)nc2)c1	0.71	2	1.2	3	29	2	-16	-1
Cn1/c(=N/N=C/c2ccc(N3CCOCC3)cc2)sc2ccccc21	1	30	0.87	6	0	-1	13	0
C=CCOc1ccccc1/C=c1\sc2nc(-c3oc4ccccc4c3C)nn2c1=O	1	-9	0.81	-3	-2	0	19	5
CC(=O)[C@@H]1[C@@H]2C(=O)N(Cc3ccccc3)C(=O)[C@@H]2C2c3ccccc3C=CN21 (stereo not given in full)	0.93	11	0.89	12	7	-2	11	10
Cc1nn(CCOc2ccccc2)c(=O)n1-c1c(F)cccc1F	0.88	5	0.9	-1	12	-6	10	-1
CCN(C(=O)COC(=O)c1ccc(O)cc1O)c1c(N)n(Cc2ccccc2)c(=O)[nH]c1=O	1	14	1	-7	0	-7	-5	-1
Cc1nc(SCCOc2ccccc2F)[nH]c(=O)c1Cc1ccccc1	0.99	4	1.1	-5	1	-7	-13	4
O=C(c1ccc(CS(=O)Cc2ccc(Cl)cc2)o1)N1CCN(c2ccccc2)CC1 (stereo not given)	0.98	9	1.1	-4	2	-6	-8	-5
O=C(NCC1CCCO1)c1nn2c(C(F)(F)F)cc(-c3cc(Br)cs3)nc2c1Br (stereo not given)	0.87	8	0.93	-2	13	-7	7	1
O=C(NCc1ccc(F)cc1)c1cc(S(=O)(=O)N2CCCCC2)ccc1Cl	0.89	-18	0.91	4	11	3	9	2
Cc1nn(C)c(C)c1S(=O)(=O)N1CCCC(C(=O)NC2CCCCCC2)C1 (stereo not given)	0.95	-9	1	-5	5	0	-1	5
O=C(c1ccccc1)C(C(=O)N1CCCCC1)n1ccccc1=O (stereo not given)	0.97	-4	1.1	-5	3	-11	-7	2
COc1ccc(N(C(=O)c2csnn2)C(C(=O)NC2CCCC2)c2cccs2)cc1 (stereo not given)	0.99	-1	0.89	-1	1	2	11	-5
Cc1ccc2c(c1)C1CN(C)CCC1N2C(=O)c1ccccc1NS(=O)(=O)c1ccc(F)cc1 (stereo not given)	1	-2	0.88	-7	-3	-5	12	-5
CC(=O)Nc1cccc(OCC(=O)NS(=O)(=O)c2ccc(C)cc2)c1	0.96	-24	0.91	16	4	8	9	5
O=C(O)c1ccc(/C=C2\SC(=Nc3ccccc3)N(c3ccccc3)C2=O)cc1	0.86	20	0.99	-4	14	17	1	-4
Brc1cc2c(cc1COc1ccc(-c3nn[nH]n3)cc1)OCO2	1	-35	1.2	7	-3	-3	-21	2
CCOC(=O)/C=C1\NC(=O)C(C)S1 (stereo not given)	1	-12	0.88	-3	0	-12	12	0
CC1(C)CC(NC(=O)C23CCC(C)(C2Br)C3(C)C)CC(C)(C)N1 (stereo not given)	1.1	-20	0.85	12	-6	-3	15	1
CCOC(=O)C1(CCc2ccccc2)CCN(C(=O)C(C)n2cncn2)CC1 (stereo not given)	1.1	4	1.1	2	-6	-13	-6	0
Cn1ccsc1=NC(=O)c1ccccc1OC(F)F	0.97	-6	0.76	-4	3	-7	24	29
NC(=O)c1ccccc1Br	1	12	1.1	-2	-2	-2	-8	-6
C/C=C\C=C\C(=O)Nc1cccc(C2=NOC3(C2)C[C@H](C(N)=O)N(C(=O)c2ccccc2C(=O)c2ccccc2)C3)c1 (stereo not given in full)	0.97	23	0.72	25	3	3	28	-5
Cc1ncsc1CCOC(=O)C1C2CC3CC(C2)CC1C3 (stereo not given)	1	28	1.1	2	-2	-7	-15	11
Cc1csc2nc(NC(=O)c3ccccc3)sc(=O)c12	0.96	10	1	2	4	0	-4	2
Cc1cc(NC(=O)c2ccc(Cl)cc2Cl)no1	0.93	-5	0.98	3	7	-6	2	-6
CN(C)Cc1c(C(C)(C)O)[nH]c2ccc(C(F)(F)F)cc12	0.96	11	1	-10	4	-5	-2	6
COc1ccc(CNc2ncccn2)cc1OC	0.91	-8	1	-5	10	3	-3	5
Cn1/c(=N\NC(=O)C2CCCCC2)sc2ccccc21	1	-12	1.2	9	-2	-2	-24	1

Ordered by molar mass (largest number first): some entries from above.
SMILES	mIAP act	PfGluPho inh	hIAP act	ATG4B inh	mIAP block	HKDC1 inhibitor	hIAP block	APOBEC3A inh
Cc1ccc2c(c1)C1CN(C)CCC1N2C(=O)c1ccccc1NS(=O)(=O)c1ccc(F)cc1 (stereo not given)	1	-2	0.88	-7	-3	-5	12	-5
O=C(NCc1ccc(F)cc1)c1cc(S(=O)(=O)N2CCCCC2)ccc1Cl	0.89	-18	0.91	4	11	3	9	2
O=C(O)c1ccc(/C=C2\SC(=Nc3ccccc3)N(c3ccccc3)C2=O)cc1	0.86	20	0.99	-4	14	17	1	-4
Cc1nn(C)c(C)c1S(=O)(=O)N1CCCC(C(=O)NC2CCCCCC2)C1 (stereo not given)	0.95	-9	1	-5	5	0	-1	5
CCOC(=O)C1(CCc2ccccc2)CCN(C(=O)C(C)n2cncn2)CC1 (stereo not given)	1.1	4	1.1	2	-6	-13	-6	0
Brc1cc2c(cc1COc1ccc(-c3nn[nH]n3)cc1)OCO2	1	-35	1.2	7	-3	-3	-21	2
Cc1ncsc1CCOC(=O)C1C2CC3CC(C2)CC1C3 (stereo not given)	1	28	1.1	2	-2	-7	-15	11
Cc1csc2nc(NC(=O)c3ccccc3)sc(=O)c12	0.96	10	1	2	4	0	-4	2
Cn1/c(=N\NC(=O)C2CCCCC2)sc2ccccc21	1	-12	1.2	9	-2	-2	-24	1
Cn1ccsc1=NC(=O)c1ccccc1OC(F)F	0.97	-6	0.76	-4	3	-7	24	29
COc1ccc(CNc2ncccn2)cc1OC	0.91	-8	1	-5	10	3	-3	5
CCOC(=O)/C=C1\NC(=O)C(C)S1 (stereo not given)	1	-12	0.88	-3	0	-12	12	0
NC(=O)c1ccccc1Br	1	12	1.1	-2	-2	-2	-8	-6

(continued)
SMILES	mIAP act	PfGluPho inh	hIAP act	ATG4B inh	mIAP block	HKDC1 inhibitor	hIAP block	APOBEC3A inh
Cc1ccc(S(=O)(=O)N(C)c2c(C)ccc(S(N)(=O)=O)c2C)cc1	0.97	23	0.89	10	3	12	11	-2
Cc1cc(S(=O)(=O)N2CCCCC2)ccc1OCC(=O)Nc1ccccc1	1.2	15	1.2	-4	-23	-1	-21	11
CCS(=O)(=O)N1CCN(S(=O)(=O)c2ccccc2)CC1	0.93	-7	0.88	-14	7	-4	12	2
CCN(CC)S(=O)(=O)c1cccc(NC(=O)COC(=O)c2cc(C)oc2C)c1	1.2	-4	1	-21	-19	-2	-2	-1
Cc1ccc([N+](=O)[O-])c(C(=O)N/N=C/c2cccs2)c1	0.94	-6	0.96	8	6	-8	4	1
CN(CC(=O)NCCc1ccccc1)S(=O)(=O)c1cnc[nH]1	0.97	5	0.93	2	3	15	7	-1
Cc1ccc(-n2ncc3c2CC(C)(C)CC3NC(=O)CCn2cncn2)cc1 (stereo not given)	0.86	-1	0.91	-3	14	7	9	-3
CN(C)CCOC(c1ccc(Cl)cc1)c1ccccn1 (stereo not given)	0.97	-11&13	0.97	0&4	2	1&-5	3	0
O=C(NCc1ccon1)c1ccc(OC2CCN(CCc3ccccc3)CC2)cc1	0.94	-11	1.1	22	6	4	-7	-4
CCN(CC)CCCOC(=O)C1(c2ccccc2)CCCC1	0.95	-12	0.85	5	5	-6	15	-6
Fc1ccc(CSc2nncn2NCc2ccc3c(c2)OCO3)cc1	1	-7	0.81	-7	-3	-6	19	0
Cc1ccc(/C=C/C(=O)Nc2cc(S(N)(=O)=O)ccc2O)cc1	0.85	19	0.87	0	14	-1	13	0
Cc1csc(C(C#N)C(=O)c2ccncc2)n1 (stereo not given)	0.92	13	1.1	7	8	-4	-9	3
COC(=O)CCCc1nc2ccccc2s1	0.96	-2	1.6	-2	4	-8	-57	-4
O=[N+]([O-])c1ccc(S(=O)(=O)N2CCSC2c2ccco2)cc1 (stereo not given)	0.96	42	0.78	6	4	2	22	13
CC(C)c1ccc(NC(=O)C2CC(=O)Nc3nc4ccccc4n32)cc1 (stereo not given)	2.9*	-1	2.4*	-1	-189	-7	-137	0
CC(=O)CCc1ccc2oc(C(=O)O)c(C)c2c1	0.99	-14	0.98	-1	1	-6	2	0
O=C(NC12CC3CC(CC(C3)C1)C2)C1CCCN1C(=O)NC1CCCCC1 (stereo not given)	1.1	4	1	-16	-12	3	0	-2
COc1ccc(-c2nnc(SCC(=O)Nc3cc(C)on3)o2)cc1	1	-13	0.92	1	0	-1	8	0
CCN(C[C@H]1N[C@@](C)(C(=O)OC)[C@H]2C(=O)N(C)C(=O)[C@@H]12)C(=O)COc1ccccc1	1	7	0.87	0	-4	-4	13	-1
O=C1c2ccccc2CN1CCNC(=S)NC1CCCCC1	0.9	-5	0.97	8	10	-7	3	2
CCC(C)(C)NC(=O)C(c1ccncc1)N(Cc1cccs1)C(=O)Cn1nnc2ccccc21 (stereo not given)	1	-8	1	2	-5	0	-3	-1
CCCc1n[nH]c2c1/C(=N\OCC)CC(C)(C)C2	1	-13	1.2	-3	-4	-1	-16	2
C=C(C)C1CC=C(C)/C(=N/NC(=O)CCCNc2cccc(C)c2)C1 (stereo not given)	1	21	1	-2	-1	7	0	-1

Bioassay records as filed in PubChem.
